M1 ag = human M1 muscarinic receptor agonism. P11229. CHO-K1 hM1, Fluo-8 calcium fluorescence, agonist mode; 0% DMSO, 100% acetylcholine EC100. activation, % at 3 µM. 360,000 tested, 0.33% active. AID 588814;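 active = activation above the run's mean compound activation plus 3 SD, cut at about 16% in these data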;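 also: peak over basal fluorescence ratio within a 140 s kinetic read after compound addition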
Target sequence (P11229 whole entry, looked up): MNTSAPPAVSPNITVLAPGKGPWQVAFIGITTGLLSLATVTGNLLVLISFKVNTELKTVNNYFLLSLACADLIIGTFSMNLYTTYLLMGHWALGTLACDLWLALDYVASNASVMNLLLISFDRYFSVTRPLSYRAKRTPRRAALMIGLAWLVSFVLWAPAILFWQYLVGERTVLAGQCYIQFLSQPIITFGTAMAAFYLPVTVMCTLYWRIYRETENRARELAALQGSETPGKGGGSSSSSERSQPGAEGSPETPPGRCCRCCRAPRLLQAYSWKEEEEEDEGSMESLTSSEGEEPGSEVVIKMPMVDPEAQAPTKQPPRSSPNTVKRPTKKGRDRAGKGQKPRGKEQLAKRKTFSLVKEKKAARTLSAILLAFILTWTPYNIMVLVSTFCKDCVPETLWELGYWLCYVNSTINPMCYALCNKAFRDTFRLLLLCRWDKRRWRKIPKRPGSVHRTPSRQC
OXTR agonist = human OXTR agonism; 320,000 tested, 0.32% active; activation, % at 3 µM; AID 2435; CHO-OTR cells, Fluo-8 calcium fluorescence; normalized: DMSO 0%, oxytocin 100%;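 active = activation above the mean of all tested compounds plus 3 SD, cutoff set per screening run, cut at about 20% in these data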;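 also: peak over basal fluorescence ratio from a 100 s FLIPR kinetic read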
Target sequence (P30559 whole entry, looked up): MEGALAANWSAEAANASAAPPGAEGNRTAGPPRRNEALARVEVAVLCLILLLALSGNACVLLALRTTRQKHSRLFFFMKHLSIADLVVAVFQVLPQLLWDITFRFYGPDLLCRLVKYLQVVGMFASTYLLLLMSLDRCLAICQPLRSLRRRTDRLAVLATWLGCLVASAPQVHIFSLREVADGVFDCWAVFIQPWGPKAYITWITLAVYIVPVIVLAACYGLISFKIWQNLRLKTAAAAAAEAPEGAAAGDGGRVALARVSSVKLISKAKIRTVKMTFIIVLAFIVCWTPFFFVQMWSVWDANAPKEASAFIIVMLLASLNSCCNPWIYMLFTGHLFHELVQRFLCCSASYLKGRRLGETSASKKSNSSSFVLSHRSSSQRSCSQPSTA
CHO parental Ca = signal in parental CHO cells, OX1R antagonist counter-screen | parental CHO-K1, ATP-induced calcium, Fluo-8 fluorescence | 330,000 tested, 0.63% active | inhibition, % at 5.6 µM;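 active = inhibition above that plate's mean sample inhibition plus 3 SD, cut at about 26% in these data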;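 also: 0% = ATP-challenged DMSO wells and 100% = DMSO wells without ATP; some compounds past the cut are filed as inactive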
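Assay system: parental CHO cells; Read-out basis: percent inhibition of ATP-evoked calcium rise, normalized to controls; Benchmarks: ATP and no-ATP DMSO wells; Compound dosing: single nominal dose of 5.6 µM per compound; Signal: Fluo-8 calcium dye fluorescence; Also added: ATP as calcium-mobilizing challenge; Repeats: singlicate.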
M1 antag = human CHRM1 antagonism. 360,000 tested, 1.3% active. inhibition, % at 3 µM. AID 588852. CHO-K1 hM1, Fluo-8 calcium fluorescence, ACh EC80 antagonist. P11229;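 active = percent inhibition above its own plate's cutoff, namely the mean of that plate's compound wells plus 3 SD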;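 also: peak over basal fluorescence ratio during 140 s after agonist addition; 0% = ACh EC80 plus DMSO and 100% = DMSO alone without agonist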
TAAR1 antagonist = antagonists of human TAAR1; CHO RD-HGA16 TAAR1, Fluo-8 calcium fluorescence, antagonist; inhibition, % at 3 µM; 360,000 tested, 1.5% active; AID 624466;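 active = inhibition above a per-plate cutoff, the mean inhibition of test compounds on that plate plus 3 SD, cut at about 49% in these data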;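 also: 0% = DMSO plus EC80 beta-PEA response and 100% = DMSO alone without agonist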
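Material: CHO RD-HGA16 cells bearing hTAAR1; compound dosing: one-point dosing, 3 µM nominal final; schedule: dye loading 75 min at 37 °C, then 30 min room temperature; measured by: calcium fluorescence with Fluo-8; control set: vehicle and agonist controls; replication: n of 1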
OXTR potentiator = potentiators of human oxytocin receptor. P30559. CHO-OTR cells, Fluo-8 calcium fluorescence, potentiator mode; 0% = oxytocin EC15, 100% = EC100. activation, % at 3 µM. 320,000 tested, 0.061% active;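 active = activation above that plate's cutoff, the mean activation of tested compounds plus 3 SD, cut at about 6.6% in these data, passing the limit was not always enough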;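 also: 100% uses oxytocin at 75 nM as the full agonist control; some results filed as inactive read as strong as hits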
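Dosing: Single dose, 3.0 µM nominal final compound concentration | Material: Human OTR in CHO cells | Technique: Kinetic Fluo-8 calcium fluorescence | Benchmarks: EC15 oxytocin alone as 0%, 75 nM oxytocin as 100% | Probe or stimulus: Oxytocin at about EC15, sub-maximal agonist stimulus | Incubation: Compound 6 min at room temperature before oxytocin, 100 s read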
CHRM1 PAM = potentiates human M1 receptor response to acetylcholine. P11229. CHO-K1 hM1, Fluo-8 calcium fluorescence, ACh EC20; 0% = ACh EC20, 100% = maximal ACh. 360,000 tested, 0.088% active. activation, % at 3 µM; in the data active = activation above about 19%, passing the limit was not always enough
V1R ag counter = V1a receptor agonism, counter-screen for OXTR agonists. P37288. CHO-V1R cells, Fluo-8 calcium fluorescence, agonist mode; 0% DMSO, 100% 3 nM vasopressin. activation, % at 3 µM. 320,000 tested, 0.25% active;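 active = activation above the mean activation of all tested compounds plus 3 SD, per screening run, cut at about 20% in these data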;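 also: signal is peak over basal fluorescence ratio across a 100 second FLIPR read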
TAAR1 agonist = agonists of human TAAR1. Q96RJ0. CHO RD-HGA16 TAAR1, Fluo-8 calcium fluorescence; vehicle wells 0%, saturating PEA agonist 100%. activation, % at 3 µM. 360,000 tested, 0.99% active;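 active = activation above the mean activation of all test compounds in the run plus 3 SD, cut at about 38% in these data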
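System: CHO RD-HGA16 cells carrying human TAAR1 plus Gα16; Incubation: 17-24 h seeding, 75 min 37 °C dye, 30 min RT; Measured by: Fluo-8 fluorescence, 5 s baseline then 140 s kinetic read; Control set: DMSO and PEA EC100; Replication: single well for each compound.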
Starred values were filed as active, the others as inactive; / = not tested or not shown.

cpd	SMILES	M1 ag	OXTR agonist	CHO parental Ca	M1 antag	TAAR1 antagonist
1	CCOC(=O)c1ccc(NC(=O)c2ccccc2C)cc1	-3	-1.6	-20	-14	-19
2	Cc1nc2c3ccccc3nc(NNC(=O)CCC(=O)NC(C)C)n2n1	-3	-0.8	-3	3	-9
3	CO/N=C/CC(=O)c1ccc(-c2ccccc2)cc1	-7	-1.1	-1	7	1
4	O=C(O)CCCC(=O)Nc1nc2n(n1)C(c1ccc(F)cc1)CC(c1ccc(Cl)cc1)N2 (configuration not stated)	-5	-1.2	-11	-8	0
5	Fc1ccc2c(c1)C(c1ccncc1)=NNC(c1ccccc1)=N2	-6	-1.5	-19	-7	-18
6	O=C(N/N=C/C=C/c1ccccc1)C1CC1c1ccccc1 (configuration not stated)	-3	-0.8	-22	-7	6
7	C/C(=N/NC(=O)c1ccco1)c1ccc(Br)s1	-3	/	/	-14	1
8	Cc1ccc2cc(CN(Cc3ccco3)C(=O)C3CCCCC3)c(=O)[nH]c2c1C	-3	-0.1	-8	-11	36

cpd	OXTR potentiator	CHRM1 PAM	V1R ag counter	TAAR1 agonist
1	-2	15	1.3	15
2	1	-3	0.5	7
3	-7	-5	-0.3	6
4	-4	7	0.0	5
5	-11	5	-0.2	4
6	-10	6	5.2	8
7	/	15	/	-2
8	-10	7	0.1	10

cpd	SMILES	M1 ag	OXTR agonist	CHO parental Ca	M1 antag	TAAR1 antagonist
9	CC(C)CCOc1ccc(C(=O)NN2C(=O)NC3(CCCCC3)C2=O)cc1	2	1.9	-11	-6	14
10	CCN(CC)CCCNC(=S)N(CCO)Cc1cc2cc3c(cc2[nH]c1=O)OCCO3	-10	0.2	2	-1	2
11	Cc1cc(C)cc(C(=O)NC(=S)Nc2ccc3[nH]c(=O)[nH]c3c2)c1	-2	-0.8	-2	3	-14
12	CN1CCCN(C(=O)c2cc(-c3cccc4ccccc34)nc3ccccc23)CC1	-2	1.3	16	-22	28
13	NC(=O)C1CCN(S(=O)(=O)Cc2ccccc2Cl)CC1	-3	0.3	-7	19	15
14	Cc1ccc(N2CC(C(=O)Nc3cc(C(F)(F)F)ccc3N3CCCC3)CC2=O)cc1 (configuration not stated)	-1	-0.3	-18	-8	-3
15	N#Cc1ccc(C(=O)OCC(=O)N2CCOCC2)cc1	-2	0.8	3	-16	7
16	CCCCOc1nc2ccccc2nc1NS(=O)(=O)c1ccc(F)cc1	-6	-0.5	-19	1	-27

cpd	OXTR potentiator	CHRM1 PAM	V1R ag counter	TAAR1 agonist
9	-8	4	2.2	4
10	-9	-6	1.1	7
11	-12	9	0.2	1
12	-7	1	1.0	14
13	-13	0	0.2	5
14	-13	10	-0.5	1
15	-3	22	1.2	-1
16	-3	3	-0.3	0

cpd	SMILES	M1 ag	OXTR agonist	CHO parental Ca	M1 antag	TAAR1 antagonist
17	Cc1ccc(NC(=O)CCCOc2ccccc2)cc1S(=O)(=O)N1CCOCC1	-4	4.4	-25	8	15
18	COC(=O)[C@@H](Cc1ccccc1)NC(=O)NCCc1ccc(OC)c(OC)c1	0	0.1	-2	-16	-16
19	C=CCNc1nc(NCc2cccc(OC)c2)c2sc(-c3ccccc3)cc2n1	-8	/	/	15	-3
20	O=C(Nc1ccc(C(=O)N2CCC(O)(c3ccc(Cl)c(C(F)(F)F)c3)CC2)cc1)c1ccc(Br)o1	-4	0.8	-21	1	20
21	CCOC(=O)C(Cc1ccccc1)C(=O)Nc1ccc(NC(=O)C(Cc2ccccc2)C(=O)OCC)cc1 (configuration not stated)	-6	-0.6	-4	-4	6
22	Cc1ccc(NC(=O)CCN2CCN(C)CC2)cc1	0	2.3	-1	-13	-5
23	CC1CC(C)(C)CC2(C1)NC(=O)N(CC(=O)N1CCN(S(=O)(=O)c3cccc(F)c3)CC1)C2=O (configuration not stated)	-2	-0.6	-15	-4	-32
24	CCOC(=O)N1CCC(NC(=O)c2cc(C(=O)Nc3ccc(F)cc3F)ccc2CO)CC1	-2	0.8	-6	9	0

cpd	OXTR potentiator	CHRM1 PAM	V1R ag counter	TAAR1 agonist
17	-9	0	3.1	4
18	-4	12	0.9	5
19	/	-9	/	0
20	-8	3	2.3	7
21	-8	4	2.0	0
22	-1	9	0.1	3
23	3	1	0.0	-1
24	0	-9	1.7	1

cpd	SMILES	M1 ag	OXTR agonist	CHO parental Ca	M1 antag	TAAR1 antagonist
25	C[C@@H]1CN(Cc2cn(C)nc2-c2cccc(Cl)c2)C[C@H](C)O1	-7	0.1	-17	-6	-3
26	Cc1c(NC(=O)COC(=O)CCc2c[nH]c3ccccc23)c(=O)n(-c2ccccc2)n1C	-1	0.6	4	-13	-1
27	O=C(O)c1ccc(-n2cccc2/C=C2/SC(=O)N(CC(=O)N3CCCC3)C2=O)cc1	-4	0.3	-3	-4	-4
28	Cc1cc(C(=O)CN2C(=O)NC(C)(c3ccc(F)c(F)c3)C2=O)c(C)n1C1CC1 (configuration not stated)	22*	/	/	-7	48
29	CC(CN(C)Cc1ccccc1)OC(=O)C1COc2ccccc2O1 (configuration not stated)	-5	1.1	-7	-11	6
30	Cc1ccc(NC(=S)NC(NC(=O)Cc2cccc3ccccc23)C(Cl)(Cl)Cl)cc1 (configuration not stated)	-3	10	-2	7	-3
31	Cn1ccc(O)c(C#N)c1=O	-4	1.3	1	-6	-13
32	Fc1ccc(CSc2nc3ccccc3[nH]2)c2ccccc12	0	-0.5	-10	-4	10

cpd	OXTR potentiator	CHRM1 PAM	V1R ag counter	TAAR1 agonist
25	4	15	-0.3	0
26	-7	4	0.3	0
27	-4	7	0.9	-3
28	/	5	/	68*
29	-1	3	0.8	1
30	-17	2	3.4	2
31	2	1	0.5	0
32	-3	-8	-0.1	4

cpd	SMILES	M1 ag	OXTR agonist	CHO parental Ca	M1 antag	TAAR1 antagonist
33	O=C(Nc1ccccc1[N+](=O)[O-])C1C(c2ccccc2)=C1c1ccccc1	-4	-1.5	-14	-7	-3
34	NS(=O)(=O)c1ccc(NS(=O)(=O)/C=C/c2ccccc2)cc1	-5	-0.6	-4	-6	-20
35	CC(C)C[C@@H](CN1CCC[C@@H]1CN1C(=O)C(=O)NC[C@@H]1Cc1ccccc1)N1C[C@H](Cc2ccc(O)cc2)N(CCc2ccccc2)C(=O)C1=O	-4	/	/	-5	4
36	CC1CCc2c(sc3nc(CN4CCN(S(=O)(=O)c5ccccc5[N+](=O)[O-])CC4)[nH]c(=O)c23)C1 (configuration not stated)	-6	-0.1	-18	-12	-26

cpd	OXTR potentiator	CHRM1 PAM	V1R ag counter	TAAR1 agonist
33	0	2	-0.3	6
34	0	0	-0.1	1
35	/	-1	/	0
36	4	9	1.5	2

Compounds shown so far containing an NH in an aromatic ring:
cpd	SMILES	M1 ag	OXTR agonist	CHO parental Ca	M1 antag	TAAR1 antagonist
8	Cc1ccc2cc(CN(Cc3ccco3)C(=O)C3CCCCC3)c(=O)[nH]c2c1C	-3	-0.1	-8	-11	36
10	CCN(CC)CCCNC(=S)N(CCO)Cc1cc2cc3c(cc2[nH]c1=O)OCCO3	-10	0.2	2	-1	2
11	Cc1cc(C)cc(C(=O)NC(=S)Nc2ccc3[nH]c(=O)[nH]c3c2)c1	-2	-0.8	-2	3	-14
26	Cc1c(NC(=O)COC(=O)CCc2c[nH]c3ccccc23)c(=O)n(-c2ccccc2)n1C	-1	0.6	4	-13	-1
32	Fc1ccc(CSc2nc3ccccc3[nH]2)c2ccccc12	0	-0.5	-10	-4	10
36	CC1CCc2c(sc3nc(CN4CCN(S(=O)(=O)c5ccccc5[N+](=O)[O-])CC4)[nH]c(=O)c23)C1 (configuration not stated)	-6	-0.1	-18	-12	-26

cpd	OXTR potentiator	CHRM1 PAM	V1R ag counter	TAAR1 agonist
8	-10	7	0.1	10
10	-9	-6	1.1	7
11	-12	9	0.2	1
26	-7	4	0.3	0
32	-3	-8	-0.1	4
36	4	9	1.5	2
